GLP1R ag = qHTS of GLP-1 Receptor Agonists. HEK293 GLP-1R CRE-luciferase, luminescence, 4-6 h; cells express a hypersensitive GLP-1R form. Potency, µM (series often up to 45.6 µM), inactives show at the highest dose activation, most hits filed as activators. actives 0.007% (n = 380,000). AID 624172, 2012; further: potency means the concentration at half of the fitted maximal effect; % of control where 0% means no effect
TDP-43 yeast inh = qHTS of TDP-43 Inhibitors; actives 1.8% (n = 410,000); TDP-43 expressing yeast growth rescue, BacTiter-Glo, 24 h; AID 652104, 2013; Potency, µM (series often up to 46.1 µM), without a hit: at the top dose growth rescue (activation), most hits filed as activators; further: potency means the concentration at half of the fitted maximal effect; % of control where 0% means no effect; nearly all actives have a fitted effect of over 50% in size
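Readout is BacTiter-Glo luminescence of cell growth, so inhibitors register as activators. TDP-43-expressing yeast at OD600=0.02 in galactose medium, after raffinose pregrowth to mid-log, were incubated with compound for 24 hr at 30 deg C.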
D3 ag = qHTS of D3 Dopamine Receptor Agonist: qHTS; D(3) dopamine receptor (Homo sapiens), P35462; D3R DiscoveRx beta-arrestin cells, luminescence, 90 min; max activation, %; actives 0.58% (n = 410,000); AID 652048, 2013; in the data active means max activation above about 30%; further: 0% is about no effect; mostly tested at two doses, the higher about 12 µM
Target sequence (P35462 whole entry, looked up): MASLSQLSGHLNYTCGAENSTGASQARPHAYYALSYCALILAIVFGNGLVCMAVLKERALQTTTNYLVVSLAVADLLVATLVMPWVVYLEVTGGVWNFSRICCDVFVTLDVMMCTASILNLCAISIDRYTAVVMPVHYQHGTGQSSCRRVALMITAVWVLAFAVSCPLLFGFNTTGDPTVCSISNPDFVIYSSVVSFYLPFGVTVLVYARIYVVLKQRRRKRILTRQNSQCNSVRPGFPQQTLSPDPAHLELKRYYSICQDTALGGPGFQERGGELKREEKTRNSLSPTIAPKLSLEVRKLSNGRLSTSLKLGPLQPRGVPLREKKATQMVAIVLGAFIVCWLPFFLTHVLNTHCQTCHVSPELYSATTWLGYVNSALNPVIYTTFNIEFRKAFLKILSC
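Agonist-mode cell screen: cells plated at 1500/well and incubated overnight at 37 °C, then exposed to library compounds for 90 min at 37 °C. Detection reagent was added for 30–60 min at room temperature, and luminescence was read.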
HEK293 tox = qHTS of GLP-1 Receptor Inverse Agonists: Cytotox Screen | actives 0.13% (n = 410,000) | HEK293 cAMP-luciferase reporter cells, luminescence, 24 h | Potency, µM (series often up to 38.3 µM), for the others: at the top dose activity change, negative = inhibition, actives largely listed as inhibitors;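 further: loss of luciferase light is scored as toxicity; potency means the concentration at half of the fitted maximal effect; on the % scale 0 is the no-effect control and ±100 the full control effect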
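Step one: seed cells (200 cells/uL, DMEM with 10% Nu serum, 1% pen-strep). Step two: 12-hour incubation at 37 deg C. Step three: pin 23 nL compound, incubate 24 hr. Step four: add luciferase reagent, read luminescence 12 min later.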
GLP-1R inv ag = qHTS of GLP-1 Receptor Inverse Agonists (Inhibition Mode); Glucagon-like peptide 1 receptor (Homo sapiens), P43220; HEK293 GLP-1R CRE-luciferase, luminescence, 24 h; GLP-1R form is constitutively active; Potency, µM (titrated, usually from 38.3 µM), without a hit: at the top dose activity change, negative = inhibition, most hits filed as inhibitors; actives 1.6% (n = 410,000); AID 624417, 2012; further: potency means the concentration at half of the fitted maximal effect; on the % scale 0 is the no-effect control and ±100 the full control effect; nearly all actives have a fitted effect of over 55% in size
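Inverse agonism was detected as reduced cAMP-driven luciferase luminescence after 24 h compound treatment. The cells were HEK293 clones expressing constitutively active human GLP-1R with the reporter. Reporter-only and GPR119 cell lines served as counterscreen controls.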
DRD3 antagonist = qHTS of D3 Dopamine Receptor Antagonist: qHTS. AID 652054, 2013. actives 2.5% (n = 360,000). D3R cells, DiscoveRx beta-arrestin luminescence, antagonist mode; stronger effect = lower value. max response, negative = inhibition, %; in the data active means max response below about -50%; inconclusive means no clear call, values can overlap the other calls; further: on the % scale 0 is the no-effect control and ±100 the full control effect; mostly tested at two doses, the higher about 12 µM
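Cells expressing the human receptor were seeded at 1500 cells/well, incubated overnight at 37 degrees C in 5% CO2, then exposed to library compounds with dopamine controls for 90 minutes at 37 degrees C before luminescent detection.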
PTHR1 ag = qHTS for PTHR1 Agonists: Primary Screen | Parathyroid hormone/parathyroid hormone-related peptide receptor (Homo sapiens), Q03431 | Potency, µM (series often up to 115 µM), for the others: at the top dose activation, usual class: activators | actives 0.075% (n = 410,000) | HEK293 GP2 PTHR1 cells, GloSensor cAMP luminescence, 1 h; further: potency means the concentration at half of the fitted maximal effect; nearly all actives have a fitted effect of over 55% in size; some results filed as inactive show a strong effect at the top dose; inactives centre near -15; many of its hits are not listed in these tables
Target sequence (Q03431 whole entry, looked up): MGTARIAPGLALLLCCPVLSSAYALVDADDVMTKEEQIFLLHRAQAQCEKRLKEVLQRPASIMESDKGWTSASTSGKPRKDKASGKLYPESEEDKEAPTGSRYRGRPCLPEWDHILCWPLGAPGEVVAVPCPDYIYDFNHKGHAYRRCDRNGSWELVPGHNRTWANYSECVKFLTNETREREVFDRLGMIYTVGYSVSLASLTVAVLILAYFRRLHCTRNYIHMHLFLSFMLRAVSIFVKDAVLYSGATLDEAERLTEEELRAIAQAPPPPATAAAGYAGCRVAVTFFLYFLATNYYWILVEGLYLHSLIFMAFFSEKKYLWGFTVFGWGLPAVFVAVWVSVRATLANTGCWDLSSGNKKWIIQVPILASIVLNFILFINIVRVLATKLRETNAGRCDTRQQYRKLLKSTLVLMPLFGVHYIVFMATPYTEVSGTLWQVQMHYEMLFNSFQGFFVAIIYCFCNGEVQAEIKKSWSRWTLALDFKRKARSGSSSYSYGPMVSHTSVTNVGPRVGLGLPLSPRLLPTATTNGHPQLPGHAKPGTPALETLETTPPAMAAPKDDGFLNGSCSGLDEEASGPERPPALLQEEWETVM
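HEK-293-derived GP2 cells expressing PTHR1 and a GloSensor cAMP reporter, 3,000/well, plated overnight, given luciferin plus IBMX (each 0.5 mM as added) for 1 h at 37 °C, then compound for 1 h at 37 °C. Luminescence was read after 15 min at room temperature.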
KB-V1 cytotox = qHTS assay for MDR1-selective chemotherapeutics: Primary screen using the drug-selected MDR subline cells KB-V1; AID 1347076, 2019; KB-V1 MDR cells viability, CellTiter-Glo, 72 h; Potency, µM (highest dose often 46.1 µM), without a hit: top-dose activity change, negative = cytotoxicity, actives largely listed as cytotoxic; actives 3.4% (n = 400,000); further: potency means the concentration at half of the fitted maximal effect; on the % scale 0 is the no-effect control and ±100 the full control effect; nearly all actives have a fitted effect of over 60% in size
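Cytotoxicity toward P-gp-expressing KB-V1 cells was determined as loss of CellTiter-Glo luminescence after 72 h at 37 degrees C. Compounds were tested in quantitative HTS format across a concentration range, with curves fitted to normalized data.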
aSyn rescue = qHTS of alpha-syn Inhibitors; AID 652106, 2013; actives 0.14% (n = 370,000); Yeast expressing alpha-synuclein, growth rescue, BacTiter-Glo, 24 h; Potency, µM (series often up to 46.1 µM), without a hit: top-dose growth rescue (activation), actives largely listed as activators; further: potency means the concentration at half of the fitted maximal effect; % of control where 0% means no effect; nearly all actives have a fitted effect of over 65% in size
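Galactose-induced alpha-syn yeast (OD600=0.02, raffinose-pregrown) + pinned cpd, 24 hr, 30 deg C; growth by BacTiter-Glo luminescence. Growth restoration scores as activation.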
* = called active by the depositor; i = inactive; ? = inconclusive; . = no result given; [ ] = dose if it differs, or a comment. Unless noted, the call rests on the fitted dose curve; in most records, active means well fitted curve in the direction sought with a large enough effect; inconclusive means small, poorly fitted or top-dose-only effect, or another doubt; inactive means no such curve, though single readings can be large; an effect the other way counts as inactive or inconclusive. The list is partial (hit frequency here may not be typical).

The line under a structure holds: GLP1R ag	TDP-43 yeast inh	D3 ag	HEK293 tox	GLP-1R inv ag	DRD3 antagonist	PTHR1 ag	KB-V1 cytotox	aSyn rescue
O=C(COC(=O)c1cc(S(=O)(=O)N2CCCC2)ccc1O)Nc1ccc(F)cc1F
 : 11%	?	-20	1%	-17%	-14	-21%	-6%	5%
O=C(CNC(=O)c1ccc2c(c1)S(=O)(=O)N=C1CCCCCN12)Nc1ccc(F)c(F)c1
 : 0%	-7%	-16	-11%	1%	5	i	?	0%
CCCC(=O)N1CC2(CCC)CN(C(=O)CCC)CC(CCC)(C1)C2=O
 : 22%	-2%	6	0%	1%	-16	i	-15%	2%
CC(=O)Nc1cncc(-c2cnn(CC(C)C)c2)n1
 : 11%	6%	-7	2%	23%	-9	-6%	0%	-2%
O=C(c1ccccc1)c1cccc(C(=O)c2ccccc2)c1
 : 12%	18%	2	3%	?	27	-28%	-5%	-11%
NS(=O)(=O)c1cccc(NC(=O)COC(=O)c2cc(Cl)ccc2[N+](=O)[O-])c1
 : -2%	-13%	-16	-1%	0%	-19	-10%	7%	-3%
CN(C)c1oc(COc2ccc(F)cc2)nc1C#N
 : 0%	28%	6	0%	10%	14	-19%	?	-1%
Cc1ccn2c(=O)c(C(=O)NC3CCCCC3C)c(O)nc2c1 (stereo unspecified)
 : -1%	-17%	-3	8%	?	10	-8%	?	-16%
COc1ccccc1CC(NC(C)=O)C(=O)NC1CCN(C(=O)c2cccc(Cl)c2)CC1 (stereo unspecified)
 : 2%	-28%	-3	3%	-20%	-26	-8%	-12%	-3%
Cc1ccc(NC(=S)Nc2cccc(S(=O)(=O)Nc3c(C)n(C)n(-c4ccccc4)c3=O)c2)cc1
 : 1%	5%[9.22 µM]	0	-1%	2%	6	-1%	5%	-4%
CCOC(=O)C1=C(C)NC2=C(C(=O)C(C(=O)OCC)C(c3ccco3)C2)C1c1ccccn1 (stereo unspecified)
 : 13%	-9%	-5	145%[activator]	0%	?	i	13%	-5%
CC(C(=O)NC1CCCC1)N(C(=O)Cn1nnc(-c2ccc(F)cc2)n1)c1ccccc1F (stereo unspecified)
 : 7%	-2%	-1	-30%	?	44	-11%	?	5%
CCN1C(=O)[C@H]2[C@@H](c3ccc(-c4ccc(C(C)=O)cc4)c(OC)c3)N[C@@](Cc3ccccc3)(C(=O)OC)[C@H]2C1=O
 : -1%	-7%	-8	-14%	?	-59*	13%	3%	1%
COc1ccc(-c2ccccc2NC(=O)C2CCCN(Cc3ccc(C)o3)C2)cc1 (stereo unspecified)
 : 1%	0%	-16	-1%	?	-10	-13%	.	1%
CCOC(=O)Cc1csc(NC(=O)c2sc3nc4c(C)cc(C)cc4cc3c2N)n1
 : -6%	-5%	1	4%	3%	-25	i	1%	-7%
Cc1cccc(OCC(=O)NCC(=O)N/N=C/c2ccc([N+](=O)[O-])cc2)c1
 : 7%	-10%	2	19%	1%	11	-1%	0%	0%
Cc1cc2c(cc(C(=O)O)n2C)s1
 : -4%	-17%	0	-1%	11%	-8	i	-13%	-35%[inhibitor]
C=CCN1C=C2C(=O)C(C)(OC(=O)c3cnc4ccccc4n3)C(=O)C=C2C=C1/C=C/COC (stereo unspecified)
 : 7%	2%	6	10%	22%	0	-36%[inhibitor]	17%	-7%
COc1ccc(NC(=O)C(CC(C)C)NS(=O)(=O)c2ccc3c(c2)CCN3C(C)=O)cc1OC (stereo unspecified)
 : 3%	-14%	2	-9%	20%	20	i	-8%	1%
O=C(Cc1ccc(F)cc1)N/N=C/c1ccncc1
 : 5%	11%	28	-3%	4%	-5	i	0%	4%
CCOc1ccc(NC(=O)Nc2cc(C(=O)O)ccc2N2CC3CC(C2)c2cccc(=O)n2C3)cc1 (stereo unspecified)
 : -4%	9%	0	-1%	12%	10	-16%	-15%	1%
COc1cc2oc(=O)c(Br)c(C)c2c(OC)c1OC
 : 1%	3%	-3	0%	5%	-10	i	?	9%
CCC(C)C(NC(=O)c1ccccc1NC(=O)c1ccccc1)C(=O)O (stereo unspecified)
 : -3%	-4%	7	-5%	6%	1	i	2%	1%
COc1ccc(Cl)cc1-n1c(/C=C/c2cccc3ccccc23)nc2ccccc2c1=O
 : .	?	1	2%	6%	.	-58%[inhibitor]	?	.
CCS(=O)(=O)N1Cc2ccccc2CC1C(=O)Nc1cc(S(C)(=O)=O)ccc1Cl (stereo unspecified)
 : -2%	1%	5	2%	35%[activator]	2	i	19%	3%
COc1cc(/C=C2/SC(=O)NC2=O)ccc1Oc1ccc([N+](=O)[O-])cc1[N+](=O)[O-]
 : 4%	-10%	8	12%	5%	-2	-32%[inhibitor]	-24%	1%
O=C(OCC(=O)N1CCCCC1)c1c[nH]c2ccccc12
 : 1%	18%	-5	8%	0%	-9	i	21µM*	5%
CCCCC(C(=O)O)C(C)CC(=O)Nc1nncs1 (stereo unspecified)
 : -1%	-8%	3	-13%	-9%	0	i	4%	3%
CC#CCN1c2ccccc2[C@]23C[C@@H](C(=O)OC)N(C(C)=O)C2=NC(C(=O)OC)=C(C(=O)OC)[C@H]13
 : 5%	18%	5	3%	-6%	9	i	-11%	8%
COc1cc([N+](=O)[O-])c2nc(C=NNC(N)=S)ccc2c1
 : -1%	18%	-8	3%	23%	?	i	-9%	-3%

Next part, overlapping the part above by 2 compounds.
The line under a structure holds: GLP1R ag	TDP-43 yeast inh	D3 ag	HEK293 tox	GLP-1R inv ag	DRD3 antagonist	PTHR1 ag	KB-V1 cytotox	aSyn rescue
CC#CCN1c2ccccc2[C@]23C[C@@H](C(=O)OC)N(C(C)=O)C2=NC(C(=O)OC)=C(C(=O)OC)[C@H]13
 : 5%	18%	5	3%	-6%	9	i	-11%	8%
COc1cc([N+](=O)[O-])c2nc(C=NNC(N)=S)ccc2c1
 : -1%	18%	-8	3%	23%	?	i	-9%	-3%
Cc1sc2ncn(CC(=O)NCCN(C)C)c(=O)c2c1S(=O)(=O)N1CCC(C)CC1
 : 1%	7%	29	-4%	0%	8	i	10%	5%
CCOC(=O)CN1CC23C=CC(O2)C(C(=O)Nc2ccc(F)c(C)c2)C3C1=O (stereo unspecified)
 : 2%	10%	-5	1%	5%	11	i	5%	5%
Cc1ccc(F)cc1NC(=O)CSc1nc(-c2cccs2)cc(C(F)(F)F)n1
 : -2%	16%	4	-6%	10%	.	i	0%	.
CN(C)S(=O)(=O)N1CCN(c2ccccc2)CC1
 : 4%	-8%	-8	11%	0%	-17	i	28%	-9%
Cc1ccc(CNC(=O)CN(c2ccc(C(C)C)cc2)S(=O)(=O)c2c(C)n[nH]c2C)cc1
 : -3%	?	3	-21%	?	.	-20%	1%	.
CC1CCCCC1NC(=O)c1cc2ccccc2o1 (stereo unspecified)
 : -2%	?	-7	12%	-21%	-4	-24%	0%	12%
Cc1nnc(NC(=O)CCS(=O)(=O)c2ccccc2)s1
 : 1%	-21%	9	-11%	46%[activator]	0	i	?	3%
Cc1nnc(SCC(=O)N2CCCCC2)s1
 : -1%	-8%	-5	-2%	3%	23	-4%[57.5 µM]	-17%	-5%
Cc1cc(C)c(NC(=O)CSc2nnc(Cc3cccn3C)n2-c2ccc(F)cc2)c(C)c1
 : 8%	-35%[inhibitor]	-1	5%	-25%	5	9%[57.5 µM]	23µM*	-1%
CCNC(=O)CC1SC(=Nc2cccc3ccccc23)N(C)C1=O (stereo unspecified)
 : 6%	13%	15	1%	-3%	-3	-4%	0%	-6%
Nc1c(-c2nc(-c3ccccc3Cl)no2)nnn1-c1ccccc1F
 : .	16%	2	0%	6%	.	i	11%	.
Cc1ccc(S(=O)(=O)N(C)C)cc1NC(=O)COC(=O)C1CC1
 : -8%	7%	0	12%	5%	4	i	?	3%
COc1ccccc1NS(=O)(=O)c1cc(C(=O)NCc2cccnc2)ccc1C
 : 3%	10%	1	6%	7%	15	-15%	0%	-4%
CCCCOc1ccc(C2C(=O)N(C3CCCCC3)CC(=O)N2C2CCCCC2)cc1 (stereo unspecified)
 : .	?	14	0%	-26%	.	-7%	.	.
O=C(Nc1ccccc1)c1[nH]ncc1[N+](=O)[O-]
 : -7%	13%	2	1%	6%	-63*	i	13%	-2%
CON(C)c1nc(OCC#N)nc(N(C)C)n1
 : 5%	15%	3	-7%	25%	8	i	3%	0%
O=[N+]([O-])c1cnccc1Nc1ccccc1
 : 1%	?	1	-12%	7%	25	-6%[57.5 µM]	13%	0%
Cc1cc(C)nc(N2CCCC(C(=O)NCc3ccccc3F)C2)n1 (stereo unspecified)
 : 5%	3%	-5	2%	-4%	0	i	-27%	0%
CC(O)CNc1cc(N)c([N+](=O)[O-])cc1[N+](=O)[O-] (stereo unspecified)
 : 0%	4%	-8	-20%	29%	-18	i	?	4%
COC(=O)c1sccc1NC(=O)Nc1cc(C)ccc1OC
 : -1%	25%	4	-15%	-16%	-5	-6%	-27%	2%
CC(C)C[C@H]1CNC(=S)N1CC1CCN(CCC2CCCC2)CC1
 : 5%	6%	-44	-7%	-8%	?	i	-3%	-2%
CCCN1C(=O)C(O)(C/C(C)=N/O)c2ccccc21 (stereo unspecified)
 : 1%	-12%	-10	1%	2%	18	i	18%	-10%

Screening results: PubChem, National Center for Advancing Translational Sciences (NCATS)
